FadD28 FP inh: inhibitors of FadD28 bisubstrate probe binding, primary screen, biochemical, fluorescence polarization, single point; Mycobacterium tuberculosis FadD28 fatty-acid-AMP ligase; inhibition, % at 12.5 µM; 360,000 tested, 0.22% active; AID 588549, 2011; in the data active = inhibition above about 8.5%, passing the limit was not always enough; inconclusive = no clear call, values can overlap the other calls
BoNT-F LC inh: BoNT/F light chain protease inhibitors, primary screen, biochemical, flow cytometry, MLPCN library; Botulinum neurotoxin type F light chain protease (Clostridium botulinum); Multiplex microsphere protease cleavage assay; inhibition, % at 10 µM; 360,000 tested, 0.22% active; AID 588497, 2011; in the data active = inhibition above about 35%, passing the limit was not always enough; inconclusive = no clear call, values can overlap the other calls; also: plate controls were buffer without enzyme for full effect and enzyme alone for no effect
PfHsp40 yeast: rescue of yeast from PfHsp40 toxicity, primary screen, S. cerevisiae, ATP luminescence; S. cerevisiae expressing PfHsp40, growth rescue; growth rescue, % at 12.5 µM; 340,000 tested, 0.68% active; AID 504582, 2011; in the data active = growth rescue above about 28%, passing the limit was not always enough; inconclusive = no clear call, values can overlap the other calls;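 also: yeast W303a lacking pdr1 and pdr3 grown in galactose medium; growth measured after three days at 30 °C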
BoNT-A LC inh2: BoNT/A light chain protease inhibitors, primary screen, biochemical, flow cytometry, MLPCN library; multiplex microsphere protease substrate cleavage; 360,000 tested, 0.17% active; Botulinum neurotoxin type A light chain protease (Clostridium botulinum A str. ATCC 3502); inhibition, % at 10 µM; also: plate controls were buffer without enzyme for full effect and enzyme alone for no effect
CCHF vOTU inh: CCHFV vOTU protease inhibitors, primary screen, biochemical, Pep-AMC substrate, fluorescence. Crimean-Congo hemorrhagic fever virus L polyprotein viral ovarian tumor (vOTU) protease …. inhibition, % at 11.5 µM. 370,000 tested, 0.55% active; in the data active = inhibition above about 30%; also: 0% = vehicle wells with enzyme and 100% = no enzyme wells
PrPC surface inh: inhibitors of human cell surface prion protein PrPC, primary screen, cell-based, TR-FRET. TR-FRET read-out. 370,000 tested, 0.43% active. AID 720596, 2013. inhibition, % at 13.8 µM. Major prion protein (Homo sapiens), P04156; in the data active = inhibition above about 24%; also: 0% = median of the test wells and 100% = reference compound wells
TcdB inh: TcdB glycohydrolase inhibitors, primary screen, biochemical, single point, plate reader; Toxin B (Clostridioides difficile), P18177; TcdB glycohydrolase enzymatic assay; inhibition, % at 9.99 µM; 350,000 tested, 0.24% active; AID 652162, 2013; in the data active = inhibition above about 10%
Target sequence (P18177 whole entry, looked up): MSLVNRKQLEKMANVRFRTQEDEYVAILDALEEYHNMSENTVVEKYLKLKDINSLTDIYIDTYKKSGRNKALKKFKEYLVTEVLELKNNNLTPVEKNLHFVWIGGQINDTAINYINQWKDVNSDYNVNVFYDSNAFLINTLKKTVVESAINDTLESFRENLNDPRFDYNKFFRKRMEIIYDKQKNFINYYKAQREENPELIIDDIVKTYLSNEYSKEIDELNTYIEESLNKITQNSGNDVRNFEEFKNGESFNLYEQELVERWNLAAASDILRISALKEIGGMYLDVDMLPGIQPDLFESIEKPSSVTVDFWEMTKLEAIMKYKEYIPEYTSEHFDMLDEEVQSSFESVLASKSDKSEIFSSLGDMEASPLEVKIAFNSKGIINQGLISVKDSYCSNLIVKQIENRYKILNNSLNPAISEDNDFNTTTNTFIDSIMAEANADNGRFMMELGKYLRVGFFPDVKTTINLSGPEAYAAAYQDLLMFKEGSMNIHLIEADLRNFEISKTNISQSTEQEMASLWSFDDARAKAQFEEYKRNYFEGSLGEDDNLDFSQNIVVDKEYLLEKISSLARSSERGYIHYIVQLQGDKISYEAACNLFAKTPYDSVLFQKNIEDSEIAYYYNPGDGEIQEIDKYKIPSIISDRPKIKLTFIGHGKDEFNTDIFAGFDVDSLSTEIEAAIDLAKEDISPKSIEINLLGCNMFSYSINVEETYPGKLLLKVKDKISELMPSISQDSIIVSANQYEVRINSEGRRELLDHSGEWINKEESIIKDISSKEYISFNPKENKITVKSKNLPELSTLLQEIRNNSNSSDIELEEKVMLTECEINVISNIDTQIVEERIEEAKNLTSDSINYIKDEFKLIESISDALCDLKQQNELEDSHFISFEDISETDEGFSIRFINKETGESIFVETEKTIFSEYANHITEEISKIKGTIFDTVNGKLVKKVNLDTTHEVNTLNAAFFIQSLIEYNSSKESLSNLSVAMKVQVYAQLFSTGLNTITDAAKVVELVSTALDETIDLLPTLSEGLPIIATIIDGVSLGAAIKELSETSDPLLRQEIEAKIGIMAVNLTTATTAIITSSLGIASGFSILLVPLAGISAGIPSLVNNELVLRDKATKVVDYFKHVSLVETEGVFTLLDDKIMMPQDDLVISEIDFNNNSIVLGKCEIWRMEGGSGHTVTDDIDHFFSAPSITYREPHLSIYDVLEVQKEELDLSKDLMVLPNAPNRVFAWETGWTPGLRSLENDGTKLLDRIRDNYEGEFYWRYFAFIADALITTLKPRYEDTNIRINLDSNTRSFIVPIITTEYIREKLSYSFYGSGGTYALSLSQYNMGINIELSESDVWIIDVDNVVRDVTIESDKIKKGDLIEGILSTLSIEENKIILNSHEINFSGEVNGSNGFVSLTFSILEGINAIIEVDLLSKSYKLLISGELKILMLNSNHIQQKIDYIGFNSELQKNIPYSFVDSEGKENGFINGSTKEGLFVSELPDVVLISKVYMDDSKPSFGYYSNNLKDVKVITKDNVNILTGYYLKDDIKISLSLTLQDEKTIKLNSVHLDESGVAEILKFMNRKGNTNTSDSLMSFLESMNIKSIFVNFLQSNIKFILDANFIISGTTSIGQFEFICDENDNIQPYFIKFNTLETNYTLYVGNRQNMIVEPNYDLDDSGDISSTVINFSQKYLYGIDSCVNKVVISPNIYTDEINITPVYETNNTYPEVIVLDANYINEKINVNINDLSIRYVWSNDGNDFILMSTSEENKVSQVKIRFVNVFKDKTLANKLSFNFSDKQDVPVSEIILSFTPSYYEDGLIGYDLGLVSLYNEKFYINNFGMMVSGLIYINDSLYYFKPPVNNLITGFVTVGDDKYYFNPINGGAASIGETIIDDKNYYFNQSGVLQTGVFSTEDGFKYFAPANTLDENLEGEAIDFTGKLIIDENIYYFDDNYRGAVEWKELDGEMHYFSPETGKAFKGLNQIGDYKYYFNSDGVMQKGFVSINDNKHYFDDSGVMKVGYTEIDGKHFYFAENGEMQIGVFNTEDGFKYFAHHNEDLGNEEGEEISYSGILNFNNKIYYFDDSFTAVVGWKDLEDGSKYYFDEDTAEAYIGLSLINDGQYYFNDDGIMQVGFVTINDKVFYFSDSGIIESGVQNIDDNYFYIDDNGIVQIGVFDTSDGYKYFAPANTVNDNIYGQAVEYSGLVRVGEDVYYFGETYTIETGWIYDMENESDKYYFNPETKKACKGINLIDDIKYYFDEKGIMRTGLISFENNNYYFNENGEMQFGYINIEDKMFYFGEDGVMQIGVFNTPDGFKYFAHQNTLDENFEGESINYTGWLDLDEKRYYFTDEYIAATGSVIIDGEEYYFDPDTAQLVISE
Y pestis TopoI: Yersinia pestis topoisomerase I inhibitors, primary screen, biochemical, cleavage product accumulation, plate reader, single point | Y. pestis Topo-I cleavage product accumulation | activity, % at 10 µM | 360,000 tested, 0.064% active; in the data active = activity above about 50%, passing the limit was not always enough; inconclusive = no clear call, values can overlap the other calls; also: inactives centre near 2
Anthrax LF inh2: Bacillus anthracis LF protease inhibitors, primary screen, biochemical, multiplex microsphere, MLPCN library; multiplex microsphere protease cleavage assay; inhibition, % at 10 µM; 360,000 tested, 0.12% active; AID 588501, 2011; also: plate controls were buffer without enzyme for full effect and enzyme alone for no effect
* = called active by the depositor; ? = inconclusive; · = not tested or not shown. Rule as the data show it, unless noted: active = inhibition above about 30%; inconclusive = no clear call, values can overlap the other calls; inactive = below that.

SMILES	FadD28 FP inh	BoNT-F LC inh	PfHsp40 yeast	BoNT-A LC inh2	CCHF vOTU inh	PrPC surface inh	TcdB inh	Y pestis TopoI	Anthrax LF inh2
Cc1c(Cc2ccc3c(c2)OCO3)sc(NC(=O)C(C)(C)C)c1C#N	-0.7	-7	0.9	-0.3	-2	5	0.4	-6	-1
Cc1ccc(-c2ccc(=O)n(CC(=O)NCCCN3CCCCC3C)n2)cc1 (configuration not stated)	-0.1	-16	-0.5	-1.4	0	-14	·	6	0
O=C(N1CCCCC1)C12CC3CC(CC(C3)C1)C2	0.1	2	-1.9	-0.8	-3	-2	·	-2	-4
O=C(NNC(=O)c1ccc(NC(=O)c2ccccc2)cc1)c1ccccc1	-2.4	-8	-1.1	-0.2	1	-19	0.7	-10	-6
CCOC(=O)C1(c2ccccc2)CCN(CC(O)c2ccc(NC(C)=O)cc2)CC1 (configuration not stated)	-1.2	6	-0.2	0.4	2	-12	-0.7	4	1
O=C(O)c1ccccc1C(=O)NC1CCCc2ccccc21 (configuration not stated)	1.2	6	1.2	1.8	-7	1	0.1	8	15
COc1ccc(S(N)(=O)=O)cc1C(=O)NCCCN1CCN(c2cccc(Cl)c2)CC1	-3.1	-9	0.1	-0.3	-10	0	·	11	3
Nc1ncnc2c1ncn2[C@@H]1O[C@H](CNC(=O)[C@@H]2CCN2)[C@@H](O)[C@H]1O	-0.1	-6	-1.6	0.1	1	6	0.8	1	-5
Cc1ccc(OC(C)C(=O)Nc2ccc(S(=O)(=O)Nc3nccs3)cc2)cc1 (configuration not stated)	-1.1	2	-1.7	-1.9	7	-3	2.2	6	-3
Cc1cnc(NC(=O)CCNC(=O)c2ccc([N+](=O)[O-])cc2)s1	-2.0	2	-0.9	-1.2	1	-4	0.8	-3	-1
CS(=O)(=O)N(CC(=O)NCc1ccncc1)C1CCCCC1	1.1	7	-1.1	1.8	9	-5	1.2	4	-4
COCc1ccc(C(=O)N2CCCC(N(C)Cc3ccccc3)C2)s1 (configuration not stated)	1.4	-4	-1.1	-1.7	3	-3	-0.6	13	6
CCO/C=C/C(O)(CNC(=O)c1ccc(C(C)(C)C)cc1)C(F)(F)F (configuration not stated)	-1.2	2	1.9	-0.6	1	1	0.9	-7	-2
CSc1nsc2nc(=O)c(/C=C3\C(C)=Nc4ccc(C)cc43)c(N)n12	4.8	0	-0.6	0.7	0	-4	-0.2	-12	3
COC(=O)c1ccccc1NC(=O)c1ccc(COc2cc(C)cc(C)c2)o1	-1.5	·	-1.6	·	-9	0	·	8	·
O=C(CN1CCN(CC(=O)Nc2ccccn2)CC1)Nc1ccccn1	0.0	1	-0.5	0.2	-5	-2	·	1	2
Cc1cc(NC(=O)c2cc(-c3ccccn3)nc3ccc(Br)cc23)no1	-2.0	8	-1.2	-0.6	-8	2	0.1	1	0
COc1cc2c(cc1OC)CN(C(=O)COc1ccccc1C#N)CC2	-1.8	0	0.1	1.0	-11	1	0.0	14	-12
COc1cc(/C=N/N=C(/C(=O)c2ccccc2)c2ccccc2)cc(OC)c1O	-1.4	2	-0.2	0.2	-7	-6	·	12	0
COc1ccc(-c2cc(C(=O)N(C)Cc3ccccc3)c3ccccc3n2)cc1	-4.3	?	23	0.7	-64	8	0.3	24	5

Some entries already given, reduced to BoNT-A LC inh2, PrPC surface inh and Y pestis TopoI:
canonical_smiles,BoNT-A LC inh2,PrPC surface inh,Y pestis TopoI
Cc1cnc(NC(=O)CCNC(=O)c2ccc([N+](=O)[O-])cc2)s1,-1.2,-4,-3
CS(=O)(=O)N(CC(=O)NCc1ccncc1)C1CCCCC1,1.8,-5,4
COCc1ccc(C(=O)N2CCCC(N(C)Cc3ccccc3)C2)s1 (configuration not stated),-1.7,-3,13

Next results follow.
SMILES	FadD28 FP inh	BoNT-F LC inh	PfHsp40 yeast	BoNT-A LC inh2	CCHF vOTU inh	PrPC surface inh	TcdB inh	Y pestis TopoI	Anthrax LF inh2
CC1N(C(=O)N(C)C)CCN1S(=O)(=O)c1ccccc1 (configuration not stated)	-2.7	-5	-1.9	2.1	-4	8	0.3	5	11
COc1cccc(CC2(CO)CCCN(S(=O)(=O)N(C)C)C2)c1 (configuration not stated)	-1.4	-3	-1.6	-0.4	-2	4	-0.5	12	-3
O=C(C1CCCN(S(=O)(=O)c2ccccc2)C1)N1CCN(c2ccccc2)CC1 (configuration not stated)	-1.4	8	-0.3	3.6	-1	7	-0.6	8	-2
NC(=O)c1cccc(-c2coc3c(C(=O)NC4CCCCC4)cccc23)c1	-8.7	-2	·	0.6	11	3	0.8	18	-7
COC(=O)c1[nH]c(C)c(/C(O)=C2\C(=O)C(=O)N(CCN3CCOCC3)C2c2cccs2)c1C (configuration not stated)	-1.1	-5	-0.3	-0.7	22	4	·	0	2
CCC(CC)C(=O)c1c[nH]c(C(=O)NCc2cccnc2)c1	1.7	0	-0.1	0.3	-11	-3	3.9	5	3
O=C(Nc1ccc(N2CCN(Cc3ccccc3)CC2)cc1)c1ccccc1[N+](=O)[O-]	-2.4	-10	2.4	-0.1	2	-13	1.6	9	-2
CCOc1ccc(NS(=O)(=O)c2ccc(NC(=O)C3CC3)cc2)cc1	-1.1	-7	1.0	-3.3	-1	1	0.0	-13	1
COCCCNc1nnc(Cc2ccc(Cl)cc2)c(=O)[nH]1	-5.0	?	1.4	2.6	4	13	0.0	-13	7
COC(=O)[C@]12CCCCC=C1N(CCC1=CCCCC1)C(=O)[C@H](CC(=O)N1CCCC1)C2	·	0	·	-0.7	6	-7	1.8	·	-2
C=CCn1c(=O)c2ccc(C(=O)NCc3ccccc3)cc2n(Cc2cccc(Cl)c2)c1=O	-1.2	4	0.6	1.7	-4	3	1.4	-4	0
COC(=O)c1ccc(N2CCN(C)CC2)c(NC(=O)c2ccc(-c3ccc(Cl)cc3)o2)c1	-5.0	4	0.6	0.4	·	·	·	2	0
O=C(Nc1nnc(C2CC2)s1)C1Cc2ccccc2CN1C(=O)c1ccco1 (configuration not stated)	-1.7	3	-1.6	2.6	3	1	0.7	6	2
Cc1cccnc1C(NC(=O)C1CCN(CCCOc2ccc(F)cc2)CC1)c1ccccc1 (configuration not stated)	-4.1	3	·	-0.4	-13	-15	0.1	4	-1
CCCS(=O)(=O)NC(=O)C1(C)CCN(C(=O)c2cccc(C)c2C)C1 (configuration not stated)	-3.6	-1	·	-0.1	4	-5	-0.8	-5	-5
C=CCN1C(=O)[C@H]2CCC=C[C@H]2[C@@H]1c1cccc(C)c1	-0.6	-6	0.5	-0.5	-8	-2	0.8	4	-10
CCOC(=O)CCCCC(=O)c1[nH]c(=O)[nH]c1CSc1nc(C)cc(C)n1	-0.6	10	-0.4	0.8	20	-5	·	5	5
CC(=O)Nc1ccc(/C(C)=N/NS(=O)(=O)c2ccc(C)cc2)cc1	-2.9	-4	-1.7	0.3	-7	-2	·	-10	5
CCCCCCCn1c(=N)n(CC(O)c2ccco2)c2ccccc21 (configuration not stated)	-1.4	·	-0.6	?	25	1	0.1	4	?
COC(=O)c1c(NC(=O)CC2Sc3ccc(C(F)(F)F)cc3NC2=O)sc(C)c1C (configuration not stated)	-3.3	0	-0.3	-0.2	14	3	1.2	7	1

Reformatted with values under each structure: entries from further up.
Order of values – FadD28 FP inh, BoNT-F LC inh, PfHsp40 yeast, BoNT-A LC inh2, CCHF vOTU inh, PrPC surface inh, TcdB inh, Y pestis TopoI, Anthrax LF inh2
Cc1cccnc1C(NC(=O)C1CCN(CCCOc2ccc(F)cc2)CC1)c1ccccc1 (configuration not stated)
→ -4.1, 3, ·, -0.4, -13, -15, 0.1, 4, -1
CCCS(=O)(=O)NC(=O)C1(C)CCN(C(=O)c2cccc(C)c2C)C1 (configuration not stated)
→ -3.6, -1, ·, -0.1, 4, -5, -0.8, -5, -5
C=CCN1C(=O)[C@H]2CCC=C[C@H]2[C@@H]1c1cccc(C)c1
→ -0.6, -6, 0.5, -0.5, -8, -2, 0.8, 4, -10

Next section
SMILES	FadD28 FP inh	BoNT-F LC inh	PfHsp40 yeast	BoNT-A LC inh2	CCHF vOTU inh	PrPC surface inh	TcdB inh	Y pestis TopoI	Anthrax LF inh2
COc1ccccc1-n1c(-c2cc(-c3ccco3)[nH]n2)n[nH]c1=S	-0.3	41*	0.5	2.7	11	-3	0.1	-7	18
OCc1cccc(-c2csc(C(O)c3ccccc3)n2)c1 (configuration not stated)	-3.4	-4	·	-0.6	9	12	-8.0	-3	-3
CC1(C)C2CC=C(/C=N/NC(=O)c3ccc(O)cc3)C1C2 (configuration not stated)	-1.8	2	1.1	-0.3	-5	-3	·	-9	-1
Cc1cc(=O)oc(C)c1C(=O)NCCCN1CCN(c2ccc(F)cc2)CC1	2.2	-10	-0.1	-1.1	4	-6	·	-3	-3
Cc1nn(-c2ccccc2)c2sc(C(=O)NCCN3CCOCC3)cc12	-4.2	-11	-1.1	-0.4	5	4	·	-3	-3
COCCn1c(=O)[nH]c2cc(C(=O)N3CCN(c4ccccc4)CC3)ccc2c1=O	-2.1	-4	0.0	-2.5	·	·	·	7	-16
CCCc1ccc(OCC(=O)NNC(=S)NC(=O)c2ccco2)cc1	0.2	-3	58*	-0.4	11	-2	·	4	-6
Cc1cc(C)n(CCN(C)c2nc3nonc3nc2NC2CC2)n1	-4.0	2	0.6	0.7	16	-4	1.8	2	1
O=c1c2ccccc2nc(-c2ccccc2)n1Cc1ccccc1	-2.3	4	1.3	1.0	0	2	-2.7	8	-3
COc1ccc(NC(=O)CN2CCN(S(=O)(=O)c3ccc(Cl)cc3)CC2)cc1	-1.1	-3	0.1	-1.6	3	2	0.7	-9	0
CCCOc1cccc(-c2cc(C(=O)N/N=C/c3cccnc3)c3ccccc3n2)c1	-2.3	-68	1.1	-42	5	-1	2.0	-2	-15
Cc1cc(/C=C(/C#N)c2cccc(Cl)c2)c(C)n1C	-2.1	6	0.2	-0.8	9	-8	-1.7	-6	-5
O=c1c2cn[nH]c2[nH]c(=S)n1-c1ccccc1Cl	-3.1	-1	-0.9	0.6	5	-5	0.1	1	-2
CC(=O)Nc1cccc(NC(=O)Cc2cccs2)c1	-1.6	-18	1.2	-1.1	-2	0	-0.3	-9	-16
CCCCOc1ccc(C(=O)Nc2cccc(C)n2)cc1	-1.6	-1	-0.3	1.6	-13	2	·	6	-4
COc1ccc(CC(=O)N2CCCC2)c(OC)c1	-0.8	3	-1.0	-1.4	3	9	0.9	3	-10
COc1cccc(-n2c(C)nc3c(cnn3-c3ccc(Cl)cc3)c2=O)c1	-2.8	-18	6.8	-0.9	1	5	·	8	0
CN(C)c1ccc(C(C(=O)NCC2CCCO2)N(Cc2ccccc2)C(=O)c2snc(C(N)=O)c2N)cc1 (configuration not stated)	-0.1	-6	2.4	1.2	6	-1	0.8	21	0
Cc1ccc2cc(CN(C)S(C)(=O)=O)c(=O)[nH]c2c1	-1.2	-5	-0.6	-0.9	7	7	-8.5	7	-6
CC(=O)Nc1cccc(NC(=O)CSc2nnnn2C(C)C)c1	-2.9	?	-0.7	-0.3	23	-2	·	0	-3
O=[N+]([O-])c1nccn1CC(O)CN1CC1 (configuration not stated)	-0.9	-5	·	-0.5	2	-10	0.9	·	-1
Cc1cccc(C)c1NC(=S)N/N=C1\CC2CC=CC12 (configuration not stated)	1.2	-6	-0.4	0.5	-15	-1	-1.7	9	-4
c1ccc(-c2nc(C3CCCCC3)c3ccccc3n2)cc1	-0.3	-6	-0.6	-0.1	2	2	0.5	1	-10
O=C(O)C1CCCCC1C(=O)NCCc1ccccc1 (configuration not stated)	0.3	1	-0.4	1.2	13	7	·	2	-11
CCc1nc2ccc(C(=O)N3CCN(c4ccccc4F)CC3)cc2nc1CC	-3.3	-2	-2.0	0.2	3	-5	1.6	17	-2
Cc1ccc(CNC(=O)C2CCN(S(=O)(=O)c3cnc[nH]3)CC2)cc1	-2.1	-6	-1.4	1.2	0	0	·	7	-3
